Compound activity: PubChem BioAssay, several laboratories
Mtb BioA inh: BioA (M. tuberculosis) enzyme inhibition | inhibition, % at 9.99 µM | 360,000 compounds, 0.096% hits | AID 602481 | purified M. tuberculosis BioA enzyme, plate reader; in the data active means inhibition above about 40%; inconclusive means no clear call, values can overlap the other calls
FadD28 FP inh: inhibitors of Mycobacterium tuberculosis FadD28 bisubstrate binding | FadD28 bisubstrate probe binding, fluorescence polarization | inhibition, % at 12.5 µM | 360,000 compounds, 0.22% hits; in the data active means inhibition above about 8.5%, passing the limit was not always enough; inconclusive means no clear call, values can overlap the other calls
BoNT F protease: BoNT F light chain protease inhibition; 360,000 compounds, 0.22% hits; inhibition, % at 10 µM; AID 588497; Multiplex microsphere protease cleavage assay, flow cytometry; in the data active means inhibition above about 35%, passing the limit was not always enough; inconclusive means no clear call, values can overlap the other calls; further: plate controls were buffer without enzyme for full effect and enzyme alone for no effect
GDH-TPI counter: counter-screen for M. tuberculosis FBA inhibitors: GDH-TPI coupled enzymes; GDH-TPI coupled enzyme counterscreen, NADH absorbance; inhibition, % at 4.8 µM; 360,000 compounds, 1.2% hits; AID 588335;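 further: 0% = DMSO wells and 100% = wells lacking the enzyme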
PrPC surface inh: reduces human prion protein on the cell surface; P04156; cell surface PrPC, TR-FRET read-out; inhibition, % at 13.8 µM; 370,000 compounds, 0.43% hits; AID 720596; in the data active means inhibition above about 24%; further: 0% = median of the test wells and 100% = reference compound wells
BoNT A protease: inhibitors of Botulinum neurotoxin A light chain protease; multiplex microsphere protease substrate cleavage, flow cytometry; inhibition, % at 10 µM; 360,000 compounds, 0.17% hits; in the data active means inhibition above about 30%; inconclusive means no clear call, values can overlap the other calls; further: plate controls were buffer without enzyme for full effect and enzyme alone for no effect
Mtb UGM inh: blocks M. tuberculosis UGM enzyme. purified UGM, fluorescence polarization probe displacement. inhibition, % at 10 µM. 320,000 compounds, 0.06% hits. AID 504406; in the data active means inhibition above about 10%, passing the limit was not always enough; inconclusive means no clear call, values can overlap the other calls
Target sequence (P9WIQ1 whole entry, looked up): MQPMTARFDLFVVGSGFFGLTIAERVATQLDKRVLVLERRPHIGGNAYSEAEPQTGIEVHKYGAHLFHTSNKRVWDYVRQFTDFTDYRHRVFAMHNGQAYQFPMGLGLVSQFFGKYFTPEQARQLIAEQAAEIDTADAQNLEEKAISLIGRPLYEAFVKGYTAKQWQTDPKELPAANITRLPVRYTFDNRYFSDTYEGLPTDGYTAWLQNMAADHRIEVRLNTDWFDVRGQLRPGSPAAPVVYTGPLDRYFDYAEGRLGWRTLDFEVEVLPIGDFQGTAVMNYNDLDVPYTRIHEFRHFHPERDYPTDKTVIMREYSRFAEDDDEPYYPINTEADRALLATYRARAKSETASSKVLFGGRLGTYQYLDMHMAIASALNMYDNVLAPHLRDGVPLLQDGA
Mtb FBA inh: inhibitors of M. tuberculosis fructose-bisphosphate aldolase | P9WQA3 | inhibition, % at 1 µM | 360,000 compounds, 2.3% hits | purified M. tuberculosis FBA, fluorescence read-out; in the data active means inhibition above about 27%;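 further: 0% = vehicle and 100% = reference inhibitor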
Target sequence (P9WQA3 whole entry, looked up): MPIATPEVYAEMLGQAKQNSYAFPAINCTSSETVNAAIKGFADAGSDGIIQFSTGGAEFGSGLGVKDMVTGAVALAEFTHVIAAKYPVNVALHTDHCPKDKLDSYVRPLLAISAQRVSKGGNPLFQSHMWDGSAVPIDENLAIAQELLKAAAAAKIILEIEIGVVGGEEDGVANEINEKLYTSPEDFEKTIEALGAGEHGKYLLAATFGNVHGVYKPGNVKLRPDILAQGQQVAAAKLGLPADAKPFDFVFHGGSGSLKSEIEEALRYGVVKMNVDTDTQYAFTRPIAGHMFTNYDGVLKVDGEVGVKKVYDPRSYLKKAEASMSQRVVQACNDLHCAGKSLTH
CCHFV vOTU inh: blocks the CCHF virus ovarian tumor domain protease; CCHFV vOTU protease, Pep-AMC fluorescence; inhibition, % at 11.5 µM; AID 651958; 370,000 compounds, 0.55% hits; further: 0% = vehicle wells with enzyme and 100% = no enzyme wells
Starred values were filed as active, the others as inactive; ? = inconclusive; nt = not tested or not shown; + = active, no number. Unless noted, no stated cut-off is given here; in the data, active means inhibition above about 30%; inactive means the rest. Outcome played no part in choosing rows, and some 4.8% of all compounds hit somewhere here.

A first look (3 entries):
SMILES	Mtb BioA inh	FadD28 FP inh	BoNT F protease	GDH-TPI counter	PrPC surface inh	BoNT A protease	Mtb UGM inh	Mtb FBA inh	CCHFV vOTU inh
O=c1cc(-c2ccco2)nc(-c2cccs2)o1	1.3	-0.8	-4.0	16.4	2.4	0.8	2.1	4.8	5.8
C=CCOc1ccccc1CNCCNC(=O)c1nonc1N	nt	-1.0	-7.3	4.9	1.2	0.3	-0.9	4.3	-5.2
Cc1cccn2cc(-c3cccc(S(=O)(=O)N4CCOCC4)c3)nc12	-0.9	0.0	-6.4	2.4	-0.6	-0.3	-0.3	-1.3	19.2

This part in full (from the top)
SMILES	Mtb BioA inh	FadD28 FP inh	BoNT F protease	GDH-TPI counter	PrPC surface inh	BoNT A protease	Mtb UGM inh	Mtb FBA inh	CCHFV vOTU inh
O=c1cc(-c2ccco2)nc(-c2cccs2)o1	1.3	-0.8	-4.0	16.4	2.4	0.8	2.1	4.8	5.8
C=CCOc1ccccc1CNCCNC(=O)c1nonc1N	nt	-1.0	-7.3	4.9	1.2	0.3	-0.9	4.3	-5.2
Cc1cccn2cc(-c3cccc(S(=O)(=O)N4CCOCC4)c3)nc12	-0.9	0.0	-6.4	2.4	-0.6	-0.3	-0.3	-1.3	19.2
O=C(O)Cc1ccc(NC(=O)c2ccc(NC(=O)C3CC3)cc2)cc1	-1.0	-0.7	-2.4	4.1	-4.0	-1.7	-0.5	2.8	-3.1
CN(C)c1ccnc(Nc2ccc(F)cc2)c1C#N	-2.3	-1.9	-4.0	-1.3	-1.6	-1.3	-2.7	-3.7	-12.4
CC1(C(=O)NC2CCN(Cc3ccccc3)CC2)CCN1Cc1ccc(OC(F)(F)F)cc1 (stereo not drawn)	2.3	-4.0	-1.5	2.2	-5.1	-0.2	nt	-1.6	10.7
Cc1ccc(C2=NN(C(=O)c3ccco3)C(O)(C(F)(F)F)C2)cc1 (stereo not drawn)	0.1	-3.8	3.9	-4.2	-1.0	1.4	0.7	-3.1	19.6
Cc1ccc(-n2c(O)c(C=NCc3ccccn3)c3ccccc3c2=O)cc1C	nt	-1.3	-4.3	18.7	-11.5	-0.7	1.5	-2.1	-3.1
CC[C@]12c3[nH]c4ccc(OC)cc4c3CCN1C(=O)C(CC(=O)NCCCn1ccnc1)C[C@@H]2C(=O)N1CCN(C(=O)c2ccco2)CC1 (stereo partly drawn)	0.4	-1.2	-10.0	3.8	6.5	-0.3	nt	1.3	-4.2
CCOc1ccc(OCc2nnc(SCC(=O)NC3CCS(=O)(=O)C3)n2-c2ccc(Cl)cc2)cc1 (stereo not drawn)	nt	-4.4	-8.7	-3.3	-1.7	-0.3	-0.8	-1.7	-11.0
CCc1ccc(CN2C(=O)c3ccccc3C2C(=O)NC(C)CC)cc1 (stereo not drawn)	-1.0	0.2	0.8	5.5	12.6	-2.3	-5.6	104.5*	-10.8
COc1ccccc1-c1cn(S(=O)(=O)c2ccc(C)cc2)nc1N	-0.2	-1.3	-15.3	11.2	13.8	0.1	-0.9	6.6	8.7
O=C1CC(N(O)c2ccccc2)C(=O)N1Cc1ccccc1 (stereo not drawn)	-0.1	-3.1	5.9	-2.4	0.0	1.8	2.9	0.2	-7.1
COc1ccc(Cn2nc(C)n(N(C)c3ncc(C(F)(F)F)cc3Cl)c2=O)cc1	1.7	-1.6	-11.0	-1.3	5.6	-0.5	-4.0	2.9	9.3
Cc1ccc(-c2nc3cc(C)c(Br)c(C)n3c2Cc2ccccc2)cc1	-1.5	-4.1	-11.6	nt	3.3	-0.2	nt	0.2	16.7
O=C(NC(=O)c1ccc(C(F)(F)F)cc1)Nc1ccc(-c2cnco2)cc1	nt	-0.8	-9.3	4.8	-4.9	-0.7	-0.5	-0.9	7.8
Cc1cc(C)c2nc(-c3ccccn3)cc(C(=O)Nc3cc(C)on3)c2c1	-0.2	-0.1	-9.0	9.8	4.4	0.2	2.0	6.2	-6.6
O=C(NCc1nc(-c2ccc(C(F)(F)F)cc2)no1)Nc1ccc(F)cc1F	0.3	-0.9	nt	-0.8	2.6	nt	1.9	0.1	-4.9
COc1ccc(N2CCN(S(=O)(=O)CCNC(=O)C3CC3)CC2)cc1	nt	-0.4	1.0	4.3	-9.4	0.6	1.2	-0.7	8.9
COCCOC(=O)C1=C(C)Nc2ncnn2C1c1ccc(F)cc1 (stereo not drawn)	0.2	-0.4	-12.1	9.1	-5.1	-0.8	-2.5	-0.6	3.1
O=C(Nc1cc(Cl)ccc1-n1cncn1)c1ccccc1OC(F)F	-0.8	1.3	7.2	-6.0	-3.0	4.2	nt	2.3	-4.4
COc1cc(NC(=O)C2=CC(c3ccco3)=NS(=O)(=O)N2C)cc(OC)c1OC	-0.1	-1.8	21.4	30.4	-15.1	3.2	-0.4	2.0	20.8
Cn1c(Nc2ccc(F)cc2)nc2ccccc21	3.1	-3.0	-2.1	7.4	17.7	1.2	-0.7	-1.9	-12.1
Cc1ccc(Nc2cc(C)nc(-c3ccccc3)n2)cc1	3.5	0.1	-10.8	-3.0	1.7	-2.2	-0.6	-0.2	-5.4
COc1ccc(C(=O)Nc2nc(-c3cccs3)c(NC(C)=O)s2)cc1	0.4	-0.5	4.0	18.6	-3.0	-0.6	3.0	3.0	-0.2
Cc1ccc(N2C(=O)C(NC(=O)c3ccccc3F)(C(F)(F)F)C3=C2CC(C)(C)CC3=O)cc1 (stereo not drawn)	-2.0	-0.3	-5.9	5.6	-3.5	-0.4	-1.9	1.2	-22.1
COc1ccc(S(=O)(=O)N2CCOCC2)cc1C(=O)Nc1ccc2c(c1)OCO2	2.2	nt	-5.7	3.8	5.1	-2.2	-3.1	1.1	3.8
O=C(CSc1nnc(Nc2ccccc2F)s1)NCc1ccco1	nt	-1.0	4.3	5.1	-0.5	1.4	nt	-2.5	5.3
COc1ccc(CCC(=O)NCC(c2ccco2)N2CCc3ccccc32)cc1 (stereo not drawn)	-5.3	0.3	-1.4	0.3	11.0	0.1	1.9	1.4	-15.0
O=C(N/N=C/c1cccc([N+](=O)[O-])c1)c1cccc2cc[nH]c12	nt	-0.5	-17.6	11.2	-4.7	-3.2	-0.8	3.7	-5.0
O=C(Nc1cccc2ccccc12)N1CC=C(c2ccccc2)CC1	-1.0	-0.4	-12.9	-0.9	3.3	-0.4	-1.1	32.9*	0.5
CC/C(C)=C1/NC(=O)NC1=O	6.1	0.4	0.6	7.7	-10.8	-0.5	nt	-2.5	-9.1
CC(C)OC(=O)Cn1c(=O)sc2ccccc21	-2.1	0.7	1.8	7.2	-0.1	?	-0.1	-1.4	12.8
COc1ccc(CC(=O)N(Cc2ccccc2)c2ccccc2)cc1S(=O)(=O)N1CCOCC1	0.3	-7.5	8.4	-11.3	6.4	1.3	-1.4	1.2	5.2
c1ccc(-c2nc3c4ccccc4ccn3c2CN2CCOCC2)cc1	0.1	-3.7	1.2	3.4	3.9	-0.1	0.4	6.4	-6.8
COc1ccc(CNS(=O)(=O)c2ccc3c(c2)N(C)CCO3)cc1	-0.1	-0.8	-1.9	2.6	8.4	-1.5	-1.6	-0.6	-7.1
COc1cc(CC(=O)Nc2cc(S(=O)(=O)N3CCOCC3)ccc2N2CCCC2)cc(OC)c1OC	0.6	-1.2	-6.3	-1.8	2.9	-0.1	nt	5.1	-6.7
CSc1nc(NS(=O)(=O)c2cc(Br)ccc2Br)cc(=O)[nH]1	3.8	-3.3	7.5	1.5	-2.3	2.2	0.0	1.1	15.7
CCN1C(=O)CC(C(=O)O)SC1=Nc1ccc(OC)cc1 (stereo not drawn)	1.0	0.0	nt	7.7	-2.6	nt	-2.0	2.8	-5.0
Cc1ccc(S(=O)(=O)Oc2ccccc2N2C(=O)C3C4CCC(C4)C3C2=O)cc1 (stereo not drawn)	-0.6	-4.2	1.3	1.5	7.0	1.5	1.8	-2.7	1.5
N#Cc1ncc(Cc2ccccc2)nc1C#N	-0.3	-1.6	?	-8.6	3.4	1.4	-0.9	2.9	11.4
CCOC(=O)N1CCN(C(=O)Cc2ccccc2[N+](=O)[O-])CC1	0.2	1.0	nt	6.8	-8.8	nt	0.0	0.3	-2.2
Cc1c(Br)c([N+](=O)[O-])nn1CC(=O)NCc1ccccn1	0.0	-1.0	0.6	2.1	-8.0	1.3	-1.0	1.5	-6.0
Cn1cccc1Cc1nnc(SCC(N)=O)n1-c1ccc(F)cc1	2.3	0.3	-2.4	10.9	-1.1	-1.0	3.7	0.8	-8.4
C=CCn1c(Cc2ccccc2)nnc1SCc1nc2ccccc2c(=O)[nH]1	nt	0.3	10.5	2.8	9.2	-0.1	-2.6	-0.7	-8.8
Cc1ccc(C)c(S(=O)(=O)N2CCN(C(=O)CCc3nc4ccccc4c(=O)[nH]3)CC2)c1	2.5	-0.3	-3.8	5.2	1.8	1.2	5.2	2.8	-5.0
CN1CCc2c(sc(NC(=O)Cc3ccccc3)c2C#N)C1	0.9	0.0	-24.9	-4.0	-5.7	-1.8	-2.7	2.4	-4.9
CN1CCN(C(=O)/C(=C\c2cccc([N+](=O)[O-])c2)NC(=O)c2cccs2)CC1	nt	0.2	4.6	4.6	-7.7	-0.1	0.5	-3.3	1.8
O=C(Cc1ccc(Br)cc1)Nc1cccc(S(=O)(=O)N2CCOCC2)c1	0.8	-4.1	-10.3	-11.7	9.7	-0.2	-3.6	-1.0	4.8
NC(=O)c1ccsc1NC(=O)COC(=O)c1ccncc1	-0.1	-5.2	10.5	2.8	-8.1	4.3	nt	-1.8	-4.7
NC(CSC(c1ccccc1)(c1ccccc1)c1ccc2c(c1)OCO2)C(=O)O (stereo not drawn)	0.0	-3.0	-3.2	1.8	0.6	0.1	nt	0.9	7.7
CCOc1ccc2[nH]c(C)c(CN3CCN(CC)CC3)c(=O)c2c1	1.0	-2.0	-6.9	12.7	-2.4	0.1	0.2	5.8	-8.4
C=CCCC(=O)Nc1nc(C)c(-c2csc(Nc3ccccc3OC)n2)s1	-3.5	-5.3	-5.3	14.7	0.1	0.5	-3.3	-1.1	8.0
CN1c2ccccc2C(O)=C(C(=S)Nc2ccccc2)S1(=O)=O	-1.6	1.6	-17.8	31.5*	0.4	0.8	-1.6	-5.1	16.4
O=C(O)c1ccc(-c2nc(-c3ccccc3)c(-c3ccccc3)[nH]2)cc1	nt	?	-3.5	29.7	-3.1	0.0	-3.7	+	-343.3
CN(C(=O)Nc1ccccc1)n1cnc2ccccc2c1=O	1.9	1.1	-25.0	3.8	-1.0	-0.8	-1.2	2.8	-2.8
CC1CCCCN1c1nc(-c2ccncc2)nc2ccccc12 (stereo not drawn)	0.7	-24.7	-1.4	21.7	-10.9	0.7	0.7	-3.3	10.0
O=C(Cc1ccccc1)NCC(=O)N/N=C/c1ccc(C(=O)O)cc1	-2.3	0.3	1.7	-2.1	-6.0	-1.7	-0.1	1.8	-0.8
O=C(CSc1nc2ccccc2c(=O)n1CCC(=O)N1CCCCC1)NCc1ccccc1	1.5	-1.1	-0.9	2.4	1.9	?	-0.4	0.3	-3.1
COc1ccccc1NS(=O)(=O)c1cccc(C(=O)N/N=C/c2ccccc2OCC(=O)O)c1	2.5	-4.5	-0.3	10.6	-11.7	0.4	nt	-2.7	6.7
Other results follow.
SMILES	Mtb BioA inh	FadD28 FP inh	BoNT F protease	GDH-TPI counter	PrPC surface inh	BoNT A protease	Mtb UGM inh	Mtb FBA inh	CCHFV vOTU inh
O=C(Cn1c(=O)cnc2ccccc21)N1CCCc2ccccc21	0.9	-0.9	0.9	4.2	-7.1	-2.2	-0.7	-0.2	4.7
C=CCn1c(Cc2nc3ccc(Cl)cc3[nH]2)n[nH]c1=S	3.9	-1.8	-11.7	8.1	-11.8	-0.9	-0.4	0.1	-18.7
CC(C)CC(=O)NC(c1cccs1)c1ccc2cccnc2c1O (stereo not drawn)	nt	-1.4	-0.4	-0.3	nt	-2.2	3.5	-2.7	nt
CC(=O)N(/N=C1/C(=O)Nc2ccccc21)c1ccccc1	nt	-0.2	0.4	3.4	-2.9	0.2	1.5	-3.2	-2.9
COc1cccc(NC(=O)Cn2nnc(C(=O)Nc3ccccc3)c2N)c1	nt	?	-8.1	2.7	2.6	0.4	-0.2	-1.0	24.3
